# Source: PubChem BioAssay (The Scripps Research Institute Molecular Screening Center)
# M1 PAM parental – counter-screen for M1 PAMs: effect in parental CHO-K1 cells; activation, % at 3 µM; 0.02% of 360,000 active; AID 602247; ATP EC20, Fluo-8 calcium fluorescence; 0% at ATP EC20, 100% at ATP max;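 active means activation above the run cutoff, the mean activation of all test compounds plus 3 SD, cut at about 40% in these data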;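 further: peak over basal fluorescence ratio in a 140 s read after ATP addition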
# GPR7 antagonist – antagonists of human GPR7 (neuropeptides B/W receptor 1) | AID 1861 | inhibition, % at 4.4 µM | P48145 | GPR7-expressing cells, fluorescence antagonist assay | 1.1% of 290,000 active; in the data active means inhibition above about 16%, passing the limit was not always enough;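 further: cells stimulated with the agonist NPW; 0% = agonist with vehicle and 100% = vehicle without agonist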
# CHO parental Ca – signal in parental CHO cells, OX1R antagonist counter-screen; parental CHO-K1, ATP-induced calcium, Fluo-8 fluorescence; inhibition, % at 5.6 µM; 0.63% of 330,000 active; AID 463079;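 active means inhibition above that plate's mean sample inhibition plus 3 SD, cut at about 26% in these data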;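 further: 0% = ATP-challenged DMSO wells and 100% = DMSO wells without ATP; some compounds past the cut are filed as inactive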
#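 Test system: parental CHO cells; detection: calcium-sensitive Fluo-8 fluorescence; evaluation: percent inhibition of calcium signal; also added: ATP as calcium-mobilizing challenge; repeats: one well per compound; control set: ATP-challenged DMSO wells low, unchallenged DMSO wells high; compound: single nominal dose of 5.6 µM per compound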
# CHO-K1 Ca antag – counter-screen for M1 antagonists: effect in parental CHO-K1 cells. inhibition, % at 3 µM. ATP-induced calcium, Fluo-8 fluorescence. 0.6% of 360,000 active;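 active means inhibition above a per-plate cutoff, the plate's mean sample inhibition plus 3 SD, cut at about 24% in these data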;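 further: 0% = DMSO plus EC80 ATP and 100% = DMSO alone without ATP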
# TAAR1 antagonist – antagonists of human TAAR1; 1.5% of 360,000 active; AID 624466; CHO RD-HGA16 TAAR1, Fluo-8 calcium fluorescence, antagonist; inhibition, % at 3 µM;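 active means inhibition above a per-plate cutoff, the mean inhibition of test compounds on that plate plus 3 SD, cut at about 49% in these data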;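 further: 0% = DMSO plus EC80 beta-PEA response and 100% = DMSO alone without agonist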
# Target sequence (Q96RJ0 whole entry, looked up): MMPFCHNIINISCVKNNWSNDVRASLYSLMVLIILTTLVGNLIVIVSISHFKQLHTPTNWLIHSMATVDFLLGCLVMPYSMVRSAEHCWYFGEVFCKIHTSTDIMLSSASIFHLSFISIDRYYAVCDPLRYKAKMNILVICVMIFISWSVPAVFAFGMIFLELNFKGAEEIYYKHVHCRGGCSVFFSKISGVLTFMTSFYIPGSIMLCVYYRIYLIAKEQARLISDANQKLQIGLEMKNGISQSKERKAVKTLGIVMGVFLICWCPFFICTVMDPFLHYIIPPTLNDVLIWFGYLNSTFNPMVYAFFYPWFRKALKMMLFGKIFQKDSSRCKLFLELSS
#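 Test system – hTAAR1-expressing CHO RD-HGA16 cells, Gα16-coupled · Reagent – β-PEA at EC80 concentration, post-compound challenge · Compound dosing – 3 µM, single point · Timing – 140 s kinetic read after compound, 140 s after agonist · Detection – Fluo-8 intracellular calcium dye fluorescence, real-time kinetic reads · Control set – DMSO and EC80 PEA controls · Repeats – n of 1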
# OXTR potentiate – potentiators of human oxytocin receptor. activation, % at 3 µM. AID 2445. CHO-OTR cells, Fluo-8 calcium fluorescence, potentiator mode; 0% = oxytocin EC15, 100% = EC100. 0.061% of 320,000 active;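 active means activation above that plate's cutoff, the mean activation of tested compounds plus 3 SD, cut at about 6.6% in these data, passing the limit was not always enough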;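 further: 100% uses oxytocin at 75 nM as the full agonist control; some results filed as inactive read as strong as hits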
#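 System: human OTR in CHO cells; Also added: sub-maximal oxytocin, roughly EC15; Timing: compound 6 min at room temperature before oxytocin, 100 s read; Technique: Fluo-8 intracellular calcium fluorescence, ex 470-495, em 515-575 nm; Controls: oxytocin EC15 low and EC100 high; Replication: singlicate.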
# V1R ag counter – activates human V1a receptor in oxytocin agonist counter-screen | P37288 | CHO-V1R cells, Fluo-8 calcium fluorescence, agonist mode; 0% DMSO, 100% 3 nM vasopressin | activation, % at 3 µM | 0.25% of 320,000 active | AID 2797;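 active means activation above the mean activation of all tested compounds plus 3 SD, per screening run, cut at about 20% in these data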;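 further: signal is peak over basal fluorescence ratio across a 100 second FLIPR read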
# Target sequence (P37288 whole entry, looked up): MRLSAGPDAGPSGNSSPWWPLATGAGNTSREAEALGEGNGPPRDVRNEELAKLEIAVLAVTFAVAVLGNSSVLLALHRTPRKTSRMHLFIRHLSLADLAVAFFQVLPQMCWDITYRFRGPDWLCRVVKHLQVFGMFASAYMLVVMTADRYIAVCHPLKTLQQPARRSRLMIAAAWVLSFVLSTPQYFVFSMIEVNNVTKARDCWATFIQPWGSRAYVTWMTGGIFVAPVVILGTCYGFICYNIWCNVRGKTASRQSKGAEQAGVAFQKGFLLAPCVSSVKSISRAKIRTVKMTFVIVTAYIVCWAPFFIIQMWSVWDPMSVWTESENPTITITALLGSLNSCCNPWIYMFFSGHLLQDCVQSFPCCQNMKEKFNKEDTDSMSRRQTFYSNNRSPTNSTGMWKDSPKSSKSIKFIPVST
# CHO-K1 Ca ag – counter-screen for M1 agonists: effect in parental CHO-K1 cells. AID 602248. Fluo-8 calcium fluorescence; scaled to maximal ATP response, vehicle zero. 0.48% of 360,000 active. activation, % at 3 µM; in the data active means activation above about 15%;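 further: untransfected CHO-K1 host cells lacking M1 receptor as counterscreen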
# OXTR agonist – activates the human oxytocin receptor; AID 2435; CHO-OTR cells, Fluo-8 calcium fluorescence; normalized: DMSO 0%, oxytocin 100%; activation, % at 3 µM; 0.32% of 320,000 active; P30559;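 active means activation above the mean of all tested compounds plus 3 SD, cutoff set per screening run, cut at about 20% in these data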;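 further: peak over basal fluorescence ratio from a 100 s FLIPR kinetic read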
# The depositor's hits bear a star; nt = not tested or not shown.
# Under each structure – M1 PAM parental	GPR7 antagonist	CHO parental Ca	CHO-K1 Ca antag	TAAR1 antagonist	OXTR potentiate	V1R ag counter	CHO-K1 Ca ag	OXTR agonist
CCCCCNCc1ccc(Br)cc1
→ -11	-8	-14	0	3	-1	-0.1	0.8	0.4
CCCCCCN1C[C@H](n2cc(-c3ccc(F)cc3)nn2)[C@@H](O)C[C@@H]1c1ccc(Cl)cc1
→ 10	nt	nt	-12	-12	nt	nt	1.0	nt
CCCCn1cnc2cc(NCc3ccncc3)ccc21
→ 11	-8	-7	-22	10	-3	0.5	1.4	0.1
CCNc1ccc(C(=O)OCC)cc1NC(=O)c1cccc(S(=O)(=O)N(C)c2ccccc2)c1
→ -7	0	-12	2	22	-8	-2.2	2.0	-2.8
O=c1oc2ccccc2cc1-c1csc(NN=C2CCCC2)n1
→ 0	-5	-18	6	-21	-2	-1.0	0.7	-3.0
Cc1nc(N)nc(N/N=C/c2c(F)cccc2Cl)n1
→ 5	-5	2	-17	-4	-9	-0.4	-0.1	-1.2
c1coc(-c2nc3c([nH]2)CCc2nonc2-3)c1
→ 24	-4	9	-22	-14	-5	0.2	1.2	0.1
CCOC(=O)C1(Cc2ccccc2Cl)CCN(Cc2csc(C(C)=O)c2)CC1
→ 0	9	-32	-7	-23	-14	-1.5	2.6	-2.0
C/C(=N/NC(=O)c1ccc(Br)s1)c1cccnc1
→ -7	-11	nt	-5	-19	nt	nt	-0.1	nt
O=c1cc(-c2ccccc2)oc2ccc(O)cc12
→ -5	-19	-11	1	-19	-3	-0.3	-0.3	-1.6
C#CCOc1ccc(CNC[C@H]2O[C@@H](n3ccc(=O)[nH]c3=O)[C@H](O)[C@@H]2O)cc1
→ 18	nt	nt	-22	5	nt	nt	1.0	nt
COc1cc(OC)cc(C(=O)NC2CC3CCC(C2)N3Cc2ccco2)c1 (stereo not drawn)
→ 3	-12	nt	-5	1	nt	nt	0.3	nt
Cc1cc2cc(CCNC(=O)CC(C)(C)C)c(=O)[nH]c2cc1C
→ 0	-10	-5	4	-2	-1	-0.1	-0.1	0.1
O=C1NCCN/C1=C\C(=O)c1ccc(F)cc1
→ 14	11	-7	-9	-21	-8	-2.0	1.6	1.5
Cc1ccc2nc(Cl)cc(=O)n2c1
→ -8	nt	nt	-4	7	nt	nt	0.1	nt
Cc1cccc(CN2CCN(C3CN(Cc4cn(Cc5cccc(C(F)(F)F)c5)nn4)S(=O)(=O)C3)CC2)c1 (stereo not drawn)
→ 8	nt	nt	-10	5	nt	nt	6.9	nt
Cc1nn(-c2ccccc2)c2sc(C(=O)O)cc12
→ 17	5	-12	-11	-16	-6	0.5	0.0	0.1
Cc1nnc(SCC(=O)Nc2nccs2)n1C(C)C
→ 16	-5	-2	-4	-2	1	0.7	1.0	-0.8
CC(=O)c1cccc(NC(=O)CCc2nnc3ccc(NCc4ccc5c(c4)OCO5)nn23)c1
→ 3	-10	1	2	-15	-3	0.6	0.4	0.0
COc1cccc(/C=C/C(=O)OCC(=O)NC2CC2)c1OC
→ 4	nt	1	-14	10	1	0.5	0.4	1.0

# Reformatted: entries from further up
> CCCCCNCc1ccc(Br)cc1
  M1 PAM parental: -11 | GPR7 antagonist: -8 | CHO parental Ca: -14 | CHO-K1 Ca antag: 0 | TAAR1 antagonist: 3 | OXTR potentiate: -1 | V1R ag counter: -0.1 | CHO-K1 Ca ag: 0.8 | OXTR agonist: 0.4

> c1coc(-c2nc3c([nH]2)CCc2nonc2-3)c1
  M1 PAM parental: 24 | GPR7 antagonist: -4 | CHO parental Ca: 9 | CHO-K1 Ca antag: -22 | TAAR1 antagonist: -14 | OXTR potentiate: -5 | V1R ag counter: 0.2 | CHO-K1 Ca ag: 1.2 | OXTR agonist: 0.1

# Looked up by compound from the entries so far, two records:
# Under each structure – M1 PAM parental	GPR7 antagonist	CHO parental Ca	CHO-K1 Ca antag	TAAR1 antagonist	OXTR potentiate	V1R ag counter	CHO-K1 Ca ag	OXTR agonist
CCOC(=O)C1(Cc2ccccc2Cl)CCN(Cc2csc(C(C)=O)c2)CC1
→ 0	9	-32	-7	-23	-14	-1.5	2.6	-2.0
O=C1NCCN/C1=C\C(=O)c1ccc(F)cc1
→ 14	11	-7	-9	-21	-8	-2.0	1.6	1.5

# Remaining list, next part
# Under each structure – M1 PAM parental	GPR7 antagonist	CHO parental Ca	CHO-K1 Ca antag	TAAR1 antagonist	OXTR potentiate	V1R ag counter	CHO-K1 Ca ag	OXTR agonist
COc1ccc(-n2cc(-c3ccc(OC(F)F)cc3)[n+]3c2CCCCC3)cc1
→ 27	7	-1	-11	4	0	0.2	-0.1	0.0
COc1cc(Cl)c(C)cc1NC(=O)CSc1nnc(-c2ccco2)n1CC(C)C
→ -2	-9	-34	-1	-7	5	-1.4	0.0	-1.0
CCOc1cc(CN2CCCC(CO)(Cc3ccc(F)cc3F)C2)ccc1OC (stereo not drawn)
→ 22	-12	-11	-6	-12	1	1.6	2.0	1.1
Cc1ccc(Cl)cc1NC(=O)Cn1c(C)csc1=O
→ 10	nt	-5	-11	-11	-1	0.3	0.6	-0.4
C[C@@H](CN=[N+]=[N-])CN1CC[C@H](NC(=O)OCc2ccccc2)CCC1=O
→ -2	-4	-7	-8	7	-9	0.5	0.7	0.2
COc1ccc(S(=O)(=O)N2CCOCC2)c2ccccc12
→ 5	29	-13	-10	-23	-10	-0.5	0.5	-1.1
NCCC(=O)NC[C@H]1O[C@@H](n2cnc3c(N)ncnc32)[C@H](O)[C@@H]1O
→ 16	nt	-3	-4	-8	nt	nt	0.4	nt
COc1ccc(C2/C(=C(/O)c3ccccc3)C(=O)C(=O)N2CO)cc1 (stereo not drawn)
→ 15	-8	-1	-8	-1	-2	0.1	0.6	0.4
O=C(O)c1cccnc1C(=O)O
→ 1	nt	-9	9	-12	-2	0.5	0.9	0.6
CC(C)(C)[C@@H]1C=C(C(=O)NC2CC2)O[C@H](OCc2ccc(CO)cc2)C1
→ 1	-9	-2	-4	1	-6	1.9	-0.3	0.1
COc1cccc(N2CCN(Cc3nc4scc(-c5ccccc5)c4c(=O)[nH]3)CC2)c1
→ 4	-11	-13	4	11	-10	3.4	3.7	4.2
Cc1cccc(C(=O)Nc2onc(C)c2C#N)c1
→ 14	-11	-2	-6	2	-2	0.9	0.8	0.9
CC(=O)Nc1ccc(-c2csc(NNC(=O)c3ccccc3)n2)cc1
→ 7	-4	6	-18	2	-20	0.7	0.6	-0.1
Cc1cc(=O)oc2c(C)c(OCC(=O)NC3CC(C)(C)NC(C)(C)C3)ccc12
→ 2	-11	2	-10	0	-2	-0.3	0.9	-0.1
CCCC(=O)OCC(=O)Nc1cc(C(C)(C)C)nn1-c1ccccc1
→ -6	-1	-9	7	2	-7	1.5	-0.4	-0.8
COc1ccc(Cl)cc1C1=NOC2(CCC2)C(=O)N1Cc1ccc(NC(C)=O)cc1
→ -11	nt	nt	6	30	nt	nt	2.2	nt
NC(=O)N/N=C/c1ccc(-c2cccc(C(F)(F)F)c2)o1
→ 3	-19	-9	-17	-24	0	-1.2	-1.2	-2.5
Cc1nc(C)c(-c2nnc(-c3cccc(S(=O)(=O)N(C)C)c3)o2)cc1C(=O)NN
→ 10	-14	0	8	-1	-1	0.8	0.2	1.6
O=C(COc1ccccc1)N1c2ccccc2Sc2ccccc21
→ 22	-1	-16	-12	-8	-7	-0.7	1.9	-0.6
CC(=O)Nc1cccc(NC(=O)Nc2cccc(F)c2)c1
→ 4	-7	0	-6	12	-2	0.3	0.3	0.5

SMILES	M1 PAM parental	GPR7 antagonist	CHO parental Ca	CHO-K1 Ca antag	TAAR1 antagonist	OXTR potentiate	V1R ag counter	CHO-K1 Ca ag	OXTR agonist
Cc1cc(=O)[nH]c(SCC(=O)N2CCN(C(=O)c3ccco3)CC2)n1	-6	nt	-8	10	-18	7	2.3	7.1	2.9
COc1ccccc1CNC(=O)COc1ccc(C)cc1	-13	-4	-4	2	1	0	0.4	-0.1	-0.7
CC(=O)N(c1ccccc1Cl)S(=O)(=O)c1ccc(Cl)cc1	-8	-10	-12	22	18	-8	-1.8	9.8	-1.1
COc1ccccc1N1CC(C(=O)Nc2nnc(SC)s2)CC1=O (stereo not drawn)	-4	-13	-13	0	-12	-3	-0.5	0.2	0.2
COc1ccccc1-n1c(C)c(C(C)=O)c2cc(O)ccc21	-1	-18	-12	12	4	-1	3.3	1.0	2.8
CC(NS(=O)(=O)c1ccc(OCC(=O)NCc2ccccn2)cc1)c1ccccc1 (stereo not drawn)	1	-11	-7	-13	-9	-3	0.8	0.7	0.5
CCOC(=O)N1CCN(C(=O)C2CCCN(c3nc4ccc(OCC)cc4s3)C2)CC1 (stereo not drawn)	16	0	-4	-6	-11	-8	0.3	1.1	-1.1
CC(=O)c1ccc2c(c1)OCCOCCOc1ccc(C(C)=O)cc1OCCOCCO2	8	-19	-35	-8	-41	0	-0.6	2.7	-1.8
COP(=O)(OC)c1nc(-c2ccc(C)cc2)oc1N1CCCCC1	-4	-17	-16	-13	-8	0	-0.8	-1.9	-2.4
CC(C)(C)NC(=O)C(c1ccccc1)N(C(=O)c1ccco1)C1CC1 (stereo not drawn)	8	-11	-14	1	-7	-1	1.4	0.1	-1.7
COCC(=O)Nc1cc(C(=O)Nc2ccccc2C)ccc1Cl	8	-5	-5	-9	-17	-1	-0.6	0.5	-0.8
Cc1ccc(S(=O)(=O)N2CC=C(C(=O)NCc3ccc(F)cc3)CC2)cc1	16	-11	-17	0	-8	-2	0.5	0.9	-0.1
CCCCN(CC)C(=O)c1cccc(Cl)c1	0	-4	0	5	7	-17	-1.0	-0.2	-0.9
COCCC(=O)N1CCC(Oc2ccc(C(=O)N3CCCC(CCCO)C3)cc2)CC1 (stereo not drawn)	14	4	-9	6	24	-6	2.1	12	1.2
COc1ccc(C(=O)N(CCN2CCOCC2)CC(=O)NC2CCCC2)cc1OC	12	-17	-8	-7	17	-5	1.8	0.1	0.6
CCn1cc(Cl)c(C(=O)Nc2cccc(C(F)(F)F)c2)n1	-2	3	15	-9	5	-2	-0.8	0.2	-1.9
CC(C)S(=O)(=O)C/C(N)=N/OC(=O)c1cc(Cl)cc(Cl)c1	17	-8	-8	-4	-17	-6	-1.2	0.2	-0.8
COC(=O)COc1ccc(S(=O)(=O)Nc2ccc3c(c2)OCCO3)cc1C	6	1	16	4	18	-24	12	11	15
